Screening data as filed in PubChem BioAssay.
E coli growth – counter-screen for AddAB inhibitors: E. coli growth inhibition | inhibition, % at 11.9 µM | AID 449728 | 330,000 tested, 0.27% active | E. coli V3065 growth, OD600 absorbance, 18 h;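 active = inhibition above the campaign's mean inhibition across all tested compounds plus 3 SD, cut at about 9.9% in these data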;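 also: uninfected addAB+ strain grown without phage in ampicillin broth; 0% = DMSO wells and 100% = ciprofloxacin 0.95 µg/ml wells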
phage Ecoli inh – E. coli growth loss with phage present. 360,000 tested, 0.26% active. growth absorbance. inhibition, % at 11.9 µM. AID 651602; in the data active = inhibition above about 11%
PfHsp90 yeast 2 – reduces growth (ATP signal) of yeast expressing P. falciparum Hsp90. 310,000 tested, 0.32% active. S. cerevisiae expressing PfHsp90, BacTiter-Glo ATP, 48 h; yeast lacking PDR1 and PDR3 efflux regulators. inhibition, % at 9.4 µM. AID 504621;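 active = every replicate shows inhibition above about 80%, whatever the replicate mean, limit read from the data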;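 also: 0% = DMSO neutral controls and 100% = 20 µM radicicol positive controls; yeast relying on Plasmodium falciparum Hsp90 in place of its own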
OPRM1-OPRD1 inv – mu-delta opioid heterodimer inverse agonism; inhibition, % at 9.3 µM; 340,000 tested, 0.21% active; cell-based MOR-DOR heterodimer luminescence; P35372+P41143; in the data active = inhibition above about 22%, passing the limit was not always enough;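 also: 0% = cells with DMSO and 100% = wells without cells with DMSO; values of inactives mirror those of a sister screen read the other way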
PKA-R2B activ – activates the human PKA-R2B holoenzyme complex. P22694+P31323. PKA-R2B holoenzyme dissociation, Cy5-IP20 fluorescence polarization; R2B truncated from residue 108, S112A mutant; 0% DMSO only, 100% 113 µM cGMP. activation, % at 11.4 µM. 340,000 tested, 0.079% active. AID 504700;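 active = activation above a cutoff set at the mean over all compounds plus 3 SD, cut at about 18% in these data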;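 also: higher means more holoenzyme dissociation and a rise in polarization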
Target sequence (P31323 whole entry, looked up, other chains not shown, the tested form may be a part): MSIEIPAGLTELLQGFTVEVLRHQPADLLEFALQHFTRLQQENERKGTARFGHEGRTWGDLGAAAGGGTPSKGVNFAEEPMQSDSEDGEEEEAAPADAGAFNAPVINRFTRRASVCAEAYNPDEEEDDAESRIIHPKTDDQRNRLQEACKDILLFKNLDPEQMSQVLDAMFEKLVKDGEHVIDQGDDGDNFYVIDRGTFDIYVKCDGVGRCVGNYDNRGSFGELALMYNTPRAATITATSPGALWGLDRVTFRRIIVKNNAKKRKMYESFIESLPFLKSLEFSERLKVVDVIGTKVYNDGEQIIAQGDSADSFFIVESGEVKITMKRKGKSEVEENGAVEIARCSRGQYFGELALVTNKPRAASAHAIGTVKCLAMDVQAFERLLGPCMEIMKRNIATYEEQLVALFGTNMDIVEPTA
OPRM1-OPRD1 ag – agonists of human mu-delta opioid receptor heterodimerization; cells, OPRM1-OPRD1 heterodimerization, luminescence; activation, % at 9.3 µM; 340,000 tested, 0.3% active; in the data active = activation above about 18%;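 also: 0% = vehicle-treated cells and 100% = reference agonist; values of inactives mirror those of a sister screen read the other way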
Mot1-301 SUMO – blocks SUMOylation pathway, rescuing yeast Mot1-301 growth; growth rescue, % at 18.8 µM; AID 2716; S. cerevisiae Mot1-301 growth rescue, ATP luminescence, 38.5C; percent above DMSO median, 100 means doubled; 320,000 tested, 1% active;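 active = every valid replicate shows activation above 250% relative to neutral control wells; inactive = the rest, any valid replicate at or below 250%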;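 also: OY570 slx delta 5 strain wells were the positive control but not used for scaling; some compounds called inactive have numbers as strong as hits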
HTR5A inv ctr – HTR5A inverse agonism, opioid heterodimer counter-screen; P47898; 340,000 tested, 0.083% active; HTR5A cell line, luminescence; AID 504634; inhibition, % at 9.3 µM; in the data active = inhibition mostly above about 23%, no sharp cut-off; inactive = mostly below about 18%;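 also: 0% = cells with DMSO and 100% = no-cell wells with DMSO; some compounds called inactive have numbers as strong as hits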
Target sequence (P47898 whole entry, looked up): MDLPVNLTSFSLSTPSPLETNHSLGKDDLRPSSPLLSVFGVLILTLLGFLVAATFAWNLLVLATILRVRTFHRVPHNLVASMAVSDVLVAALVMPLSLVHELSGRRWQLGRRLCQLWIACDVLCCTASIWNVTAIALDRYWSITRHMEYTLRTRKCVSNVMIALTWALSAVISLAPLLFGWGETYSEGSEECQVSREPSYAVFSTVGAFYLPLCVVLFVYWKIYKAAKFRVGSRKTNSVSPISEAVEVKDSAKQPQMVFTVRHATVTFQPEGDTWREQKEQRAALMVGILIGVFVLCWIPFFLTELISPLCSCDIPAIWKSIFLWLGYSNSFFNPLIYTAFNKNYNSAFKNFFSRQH
Tat export inh – inhibitors of E. coli Tat protein transport; AID 488895; inhibition, % at 10 µM; 340,000 tested, 0.036% active; E. coli MC4100 TorA-mCherry Tat export, fluorescence;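 active = mean replicate inhibition at least 50% and at least half of replicates individually reaching 50%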;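 also: exported cargo escapes ClpAP degradation while cytoplasmic cargo is degraded and loses fluorescence; 0% = median of neutral control wells and 100% = median of NaSCN control wells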
AddAB inh – less growth of phage-infected E. coli with AddAB; 330,000 tested, 0.29% active; E. coli expressing H. pylori AddAB, absorbance growth; inhibition, % at 11.9 µM; AID 435030; in the data active = inhibition above about 12%;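 also: 0% = vehicle wells of infected cells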
PKA-R1A act – activates the PKA-R1A holoenzyme complex; PKA-R1A dissociation, Cy5-IP20 fluorescence polarization; scaled: DMSO 0%, 113 µM cGMP 100%; activation, % at 11.4 µM; P00514+P68181; 340,000 tested, 0.083% active;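 active = percent activation above the mean of all tested compounds plus 3 SD, cut at about 19% in these data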;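 also: higher means more PKAc released from R1A so a rise in polarization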
Numbers without * were called inactive; . = not tested or not shown. Compounds as they come, and some 2.2% of all compounds hit somewhere here.

SMILES | E coli growth | phage Ecoli inh | PfHsp90 yeast 2 | OPRM1-OPRD1 inv | PKA-R2B activ | OPRM1-OPRD1 ag | Mot1-301 SUMO | HTR5A inv ctr | Tat export inh | AddAB inh | PKA-R1A act
O=Cc1ccc(OCC(=O)Nc2ccccc2-c2ccccc2)cc1 | -1.9 | 4.4 | 17 | -2 | 5 | 0.4 | 253 | 18 | 1 | 2.1 | 4
CC(/C=N/n1c(-c2ccccc2)n[nH]c1=S)=C\c1ccco1 | 0.2 | 0.5 | -21 | -10 | 5 | 1.6 | 4 | 18 | -3 | 1.4 | -5
COc1ccc(CCC(=O)NCc2ccccc2Cl)cc1OC | 0.7 | -0.9 | 8 | 14 | -5 | -2.5 | 11 | 13 | 6 | -2.2 | 0
COc1cccc(N2CCN(C3CC(=O)N(c4ccc(Cl)c(Cl)c4)C3=O)CC2)c1 (centres undefined) | 0.5 | 0.8 | -37 | 2 | 3 | -0.3 | 42 | -25 | 11 | 4.0 | -16
CCOC(=O)C1C(O)=CC(=O)CC1c1ccccc1 (centres undefined) | -1.3 | 1.7 | 3 | 8 | 8 | -1.8 | -1 | -17 | -4 | 1.7 | 2
Cc1ccc(-n2nc3c4c(cccc4c2=O)-c2ccccc2-3)cc1 | -2.0 | -0.7 | . | -69 | -6 | 15 | 169 | -4 | -1 | 2.1 | -2
CCCN=C1N/C(=C\c2ccco2)C(=O)N1c1ccccc1 | 2.8 | 1.9 | -38 | 17 | 0 | -3.1 | 4 | 22 | 15 | 3.2 | -15
CCOC(=O)N1CCN(C(=O)COC(=O)c2ccc(S(=O)(=O)N(CC)CC)cc2)CC1 | 1.3 | 1.7 | -11 | 6 | -12 | -0.9 | 11 | 16 | -8 | 1.9 | 12
Cn1c(SCc2c(Cl)cccc2Cl)nc(C(F)(F)F)cc1=O | -1.1 | 0.5 | -10 | -5 | 5 | 0.9 | -3 | -9 | 14 | -0.4 | 5
CCCCOC(=O)CCc1nc2ccccc2[nH]c1=O | 0.3 | 1.7 | . | 1 | 7 | -0.3 | 5 | -5 | 4 | 2.8 | 10
CCOC(=O)c1[nH]c2ccc(OC)cc2c1NC(=O)CCN1CCCC(C)C1 (centres undefined) | -0.9 | -1.2 | 7 | 9 | -1 | -1.9 | -3 | 6 | -3 | 1.4 | 0
O=C(CSc1nc(-c2ccccc2Cl)ns1)c1ccc(Cl)cc1 | -2.4 | 3.3 | 14 | -6 | 5 | 1.2 | . | -3 | 3 | 1.6 | 2
Cc1cccc(C(=O)NCC(=O)NCCCSc2ccccc2)c1 | 0.8 | 1.1 | 18 | 16 | 1 | -3.2 | -10 | -2 | 3 | -1.4 | -9
Clc1ccc(C2=NNC(=NCC3CCCO3)SC2)cc1 (centres undefined) | -0.9 | 4.3 | 17 | 10 | -3 | -1.5 | . | -12 | -4 | 1.6 | -13
CCCCNC(=O)CCn1nc(-c2ccc(C)cc2)c2ccccc2c1=O | 0.2 | 0.7 | 18 | 15 | 4 | -3.5 | -18 | 1 | 15 | -0.1 | 2
Cc1ccc(/C=N/NC(=O)CCn2nc(C)cc2C)c(C)c1 | -1.1 | 0.3 | -13 | 4 | -6 | -0.8 | 26 | 5 | -1 | -0.5 | 0
CCOc1ccccc1OCCCC(=O)N1CCN(S(=O)(=O)c2cccc(F)c2)CC1 | -0.8 | -0.1 | . | 10 | 5 | -1.7 | 9 | -1 | -2 | 1.8 | -9
N#Cc1c(N2CCN(C(=O)c3ccccc3)CC2)nc(-c2ccccc2)c2c1CCCC2 | 0.9 | 3.1 | 10 | -2 | 9 | 0.3 | -5 | 5 | 5 | 4.5 | -11
CC(C)c1cccc(-c2ccc3c(c2)S(=O)(=O)c2cccc(C(=O)NC4CCCC4)c2C3=O)c1 | 0.1 | -1.1 | -20 | 6 | 0 | -1.1 | -12 | 10 | 4 | 3.8 | -1
Cc1cccc(C(=O)N/N=C2\CS(=O)(=O)N(C)c3ccsc32)c1 | -6.4 | -3.2 | 1 | 7 | -4 | -1.4 | 6 | 5 | 2 | -4.1 | -6
COc1cc(CN2c3ccccc3C(=O)CS2(=O)=O)cc(OC)c1 | -0.9 | 1.2 | -15 | 5 | -4 | -1.1 | . | -13 | 2 | -0.4 | 3
Cc1ccccc1OCc1nnc(SCCN2CCCC2)n1-c1ccccc1 | 2.0 | 4.9 | -25 | 1 | 3 | -0.2 | 308 | -7 | 0 | 4.7 | -2
CCN(CC(=O)Nc1ccc2c(c1)OCCO2)C(=O)COc1cc(C)ccc1Cl | 2.0 | -1.6 | -52 | 1 | 7 | -0.2 | 3 | -1 | 0 | 2.6 | 11
N=c1c2c(-c3ccccc3)c(-c3ccccc3)oc2ncn1Cc1ccco1 | 0.0 | 1.0 | -1 | -30 | 5 | 5.0 | -13 | -17 | -6 | 3.8 | -8
CCOC(=O)CC(NC(=O)CCS(=O)(=O)c1ccc2c(c1)n(C)c(=O)c(=O)n2C)c1ccc(C)cc1 (centres undefined) | 0.8 | 4.3 | 36 | 13 | -2 | -2.4 | 11 | 12 | -4 | 3.7 | 6
C[C@H](NC(=O)N1CCn2c1nc1ccccc12)C(=O)NC1CCCCC1 | 0.2 | 1.1 | -15 | . | 8 | . | -2 | . | 0 | 2.0 | -5
O=C(c1ccc(CS(=O)c2cccc(Cl)c2)o1)N1CCN(C2CCCCC2)CC1 (centres undefined) | -2.4 | 2.0 | -12 | 9 | -1 | -1.8 | -11 | 12 | -4 | 1.3 | 5
Cc1ccc(SCCNC(=O)/C=C/c2ccc([N+](=O)[O-])cc2)cc1 | 0.7 | 2.0 | -14 | -22 | -7 | 4.2 | 107 | 0 | 4 | 1.4 | -12
CC(C)Cc1cc(C(=O)Nc2ccc(F)cc2F)no1 | 0.1 | 1.9 | -5 | -5 | 3 | 0.9 | 9 | -13 | 4 | 0.2 | 8
CCN1CCN(CCCNC(=O)CS(=O)(=O)Cc2nc(-c3cccc(OC)c3)oc2C)CC1 | -4.9 | 1.1 | 1 | 0 | -14 | 0.0 | 9 | 12 | 2 | 1.1 | -1
COc1ccccc1C(=O)NCCSCc1ccccc1Cl | -0.9 | -0.7 | 6 | 8 | 4 | -1.5 | 15 | 14 | -4 | 2.0 | 3
NC(=O)c1cc(Cl)ccc1OCC(=O)Nc1ccc2c(c1)OCO2 | 1.1 | 2.6 | 19 | 19 | -11 | -3.5 | -4 | 8 | 0 | 2.8 | 0
COc1ccc(OCCNC(=O)c2cc(C3CC3)nc3c2cnn3C(C)C)cc1 | -2.1 | -0.8 | -3 | -7 | -10 | 1.8 | -1 | 19 | 10 | 0.6 | 3
O=C(CSc1nc(O)c(Cc2ccccc2)c(=O)[nH]1)c1ccccc1 | -2.0 | 1.4 | -10 | 13 | 7 | -2.4 | 73 | -5 | 9 | 2.2 | -6
CCOc1ccc(C2=Nn3cnnc3SC2)cc1 | 0.0 | 2.3 | 14 | 10 | 7 | -2.0 | 3 | 11 | 3 | 1.8 | 6
COCCN(CCOC)S(=O)(=O)c1ccc(C(=O)Nc2ccc([N+](=O)[O-])cc2OC)cc1 | 1.3 | 0.5 | 26 | 4 | 8 | -0.8 | 157 | 2 | -4 | 1.2 | -2
CCC(=O)c1ccc(OCc2ccc(C(=O)OC)o2)c(OC)c1 | -1.2 | 2.1 | 19 | 19 | 1 | -3.9 | -22 | -9 | 8 | -0.7 | -3
O=C(Nc1ccc(NC(=O)c2sc3ccccc3c2Cl)cc1Cl)c1ccco1 | 0.5 | 3.8 | 1 | -15 | -12 | 2.8 | -12 | -51 | -2 | -0.3 | -1
CCn1c(SCC(=O)N(C)C2CCS(=O)(=O)C2)nnc1-c1cccs1 (centres undefined) | 3.1 | 2.4 | 12 | 3 | 7 | -0.6 | 2 | -23 | 1 | 2.4 | 0
C=CCc1ccc(OCC(O)COCC)c(OC)c1 (centres undefined) | -2.0 | 1.2 | -4 | 7 | -3 | -1.2 | 32 | -23 | 6 | 0.2 | -15
CCN1CCN(C(=S)Nc2ccccc2Cl)CC1 | -0.1 | 3.6 | 0 | 6 | -1 | -1.2 | -21 | 12 | -3 | -0.1 | -5
COc1ccc(C(CNC(=O)c2cccc(S(=O)(=O)N3CCCCC3)c2)N2CCCC2)cc1 (centres undefined) | -2.1 | 2.2 | 12 | 6 | -12 | -1.4 | -4 | 2 | -2 | 2.8 | -13
CSc1ccccc1C(=O)Nc1ncc(C)s1 | 1.7 | 0.4 | -6 | 13 | 8 | -2.3 | -1 | 0 | -12 | 1.6 | -16
CCOC(=O)c1sc(NC(=O)c2ccccc2OCC)nc1C | 1.6 | -0.1 | -13 | 5 | -6 | -0.9 | -9 | -6 | -4 | 2.0 | 0
Cn1c(NCCCO)nc2c(c1=O)C1(CCCCC1)Cc1ccccc1-2 | 0.0 | 1.8 | 21 | -8 | 1 | 1.8 | -20 | 2 | -4 | 3.7 | -16
O=C(CN(C(=O)CNC(=O)c1ccco1)c1ccc(Cl)c(Cl)c1)NC1CCCCC1 | -2.0 | 1.4 | -17 | 11 | -4 | -1.9 | 256 | 3 | -7 | 2.9 | -11
Cn1nccc1C(=O)NC(=S)Nc1sc2c(c1C#N)CCCCC2 | -0.1 | 0.5 | -9 | 13 | 1 | -2.5 | 242 | -7 | -2 | 1.1 | -1
CC1CC(=S)Nc2ccccc2N1C(=O)Nc1ccccc1 (centres undefined) | -2.1 | 2.8 | 4 | -13 | 3 | 1.9 | -3 | -3 | 3 | 1.8 | -14
Cc1cc(C)c2sc(N(CCN(C)C)C(=O)c3ccc4ccccc4c3)nc2c1 | -1.4 | 3.4 | 9 | -2 | -6 | 0.4 | 3 | -6 | 6 | -1.2 | -12
O=[N+]([O-])c1cccnc1N1CCOCC1 | 0.0 | 0.8 | . | 3 | -5 | -0.6 | 1 | 5 | -5 | -1.0 | 4

Next compounds:
SMILES | E coli growth | phage Ecoli inh | PfHsp90 yeast 2 | OPRM1-OPRD1 inv | PKA-R2B activ | OPRM1-OPRD1 ag | Mot1-301 SUMO | HTR5A inv ctr | Tat export inh | AddAB inh | PKA-R1A act
CN(C(=O)CSc1ncnc2sccc12)C1CCCCC1 | 0.0 | 3.5 | . | 7 | -8 | -1.7 | 4 | -18 | -5 | -3.4 | -8
CCN1CCN(CC(=O)NC2CCCC2)C(=O)C1=O | 1.3 | 0.4 | 1 | 11 | -9 | -2.1 | -9 | -23 | -5 | 1.8 | -9
C/[N+]([O-])=C\CC(=O)c1ccc(-c2ccccc2)cc1 | -0.7 | 3.4 | 11 | 2 | 2 | -0.4 | 16 | 4 | -8 | 0.7 | 2
CCC(C)(C(=O)NC1CCCCC1)N(Cc1cccs1)C(=O)CC1NC(=O)NC1=O (centres undefined) | -1.5 | 2.3 | -11 | 10 | -11 | -1.7 | -15 | -20 | -7 | 2.1 | 6
CCOC(=O)c1cccc(NC(=O)c2cc3sccc3n2C)c1 | 1.1 | 1.3 | -7 | -19 | 3 | 3.4 | 46 | -25 | -2 | 0.9 | -3
